Source: PubChem BioAssay
NR2E3 ag-1 – NR2E3 agonists in two-hybrid cells, primary screen, cell-based, luminescence, CHO-S, Gal4-NCOR/VP16-NR2E3. Photoreceptor-specific nuclear receptor (Homo sapiens), Q9Y5X4. actives 0.35% (n = 360,000). inhibition of corepressor binding, % at 3.98 µM. AID 602229, 2012. luciferase;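 active = inhibition above the mean of all tested compounds plus 3 SD, cut at about 70% in these data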;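 also: 0% = DMSO with NR2E3 transfected cells and 100% = cells lacking NR2E3 construct; higher means lower luciferase signal from less NR2E3 corepressor binding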
Target sequence (Q9Y5X4 whole entry, looked up, the tested form may be a part): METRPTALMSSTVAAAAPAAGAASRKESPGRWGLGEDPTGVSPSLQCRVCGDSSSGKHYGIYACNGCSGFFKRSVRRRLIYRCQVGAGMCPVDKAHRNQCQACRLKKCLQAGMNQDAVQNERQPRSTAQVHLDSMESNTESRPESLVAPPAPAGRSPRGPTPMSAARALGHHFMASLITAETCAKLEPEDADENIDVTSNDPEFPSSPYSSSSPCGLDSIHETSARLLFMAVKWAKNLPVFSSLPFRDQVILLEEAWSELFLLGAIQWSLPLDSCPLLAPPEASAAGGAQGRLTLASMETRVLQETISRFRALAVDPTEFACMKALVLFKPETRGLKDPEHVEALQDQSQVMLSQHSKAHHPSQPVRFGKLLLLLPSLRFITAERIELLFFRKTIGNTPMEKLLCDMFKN
HIF-2a block – HIF-2a reporter inhibitors, primary screen, luminescence, 786-0 RCC cells | 786-0 RCC cells HIF-2a reporter, luciferase luminescence, overnight | inhibition, % at 18.8 µM | actives 0.72% (n = 360,000);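 active = inhibition of the luminescence signal of 40% or more relative to plate controls, in a single-dose primary screen at 18.75 µM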
MITF TRPM1 inh – inhibitors of MITF-dependent TRPM1 promoter reporter, primary screen, cell-based, SK-MEL-5, single point, luciferase | SK-MEL-5 TRPM1 promoter luciferase, 24 h | inhibition, % at 12.5 µM | actives 0.83% (n = 330,000) | AID 488899, 2010;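 active = mean inhibition across replicates of 60% or more, whatever share of single replicates reaches that level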; also: values of inactives mirror those of a sister screen read the other way
KKLEB tox – cytotoxicity in KKLEB CF airway cells, primary screen, cytotoxicity control for CF NF-kB inhibitor project, cell-based, uHTS, fluorescence assay plates; activity change (cytotoxicity), % at 5 µM; AID 602141, 2011; KKLEB CF airway cells viability, ATPlite luminescence, overnight; active compounds read low; cells stimulated with P. aeruginosa culture filtrate; actives 0.36% (n = 360,000);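 active = corrected activity change at or below -50% at 5 µM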
CF NFkB inh – inhibitors of PAF-induced NF-kB signaling, primary screen, cell-based, GFP fluorescence, uHTS. KKLEB NF-kB-GFP reporter, GFP fluorescence overnight. inhibition, % at 5 µM. actives 0.86% (n = 360,000);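 active = at least 50% inhibition at 5 µM, scaled per plate between neutral and stimulator controls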;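 also: PAF is a Pseudomonas aeruginosa culture filtrate used as stimulus; plate controls were PAF-stimulated DMSO wells for no effect and unstimulated DMSO wells for full effect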
TRAIL sens C8 – viability loss with TRAIL in NB7+C8 cells, primary screen, TRAIL sensitizer project, cell-based, ATPlite luminescence. inhibition (viability loss, TRAIL sensitization), % at 10 µM. actives 1% (n = 360,000). AID 624354, 2012;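 active = compounds causing at least 50% loss of cell viability in the single-dose screen, relative to plate controls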
Shn3 inh set2 – reduction of Shn3 3'UTR firefly luciferase signal, primary screen, Schnurri-3 inhibitor project, cell-based, Clone20 osteoblasts, set 2 | actives 0.52% (n = 360,000) | AID 588674, 2011 | Clone20 osteoblast Shn3 3'UTR firefly luciferase, 24 h | inhibition, % at 12.5 µM;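 active = mean inhibition of at least 75% with every replicate also reaching 75%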;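 also: 0% = median of neutral control wells and 100% = pilot-screen positive control compound; some compounds past the cut are filed as inactive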
NR2E3 ag-2 – inhibitors of NR2E3-RetCOR corepressor binding, primary screen, NR2E3 agonist project, biochemical, TR-FRET, GST-NR2E3, biotin-RetCOR. AID 2300, 2010. Photoreceptor-specific nuclear receptor (Homo sapiens), Q9Y5X4. actives 0.12% (n = 320,000). 1536-well. inhibition of corepressor binding, % at 4.78 µM;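 active = percent inhibition above the cutoff of mean plus 3 SD of all tested compounds, set per screening campaign, cut at about 20% in these data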;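 also: 0% = DMSO wells and 100% = biotin wells as full block of FRET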
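Material – GST-tagged NR2E3 plus biotinylated RetCOR corepressor · Quantity – NR2E3 fusion 1.35 nM · Times – 5 h incubation at 4 °C · Medium – pH 7.5 Tris-based buffer · Technique – TR-FRET, Eu(K)-anti-GST donor, streptavidin-D2 acceptor, ex 340, em 617/671 nm · Benchmarks – high control biotin, low control 0.6% DMSO · Format – 1536-well plates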
Peg3 promoter – Peg3 promoter-driven luciferase inhibitors, primary screen, cell-based, HeLa, luciferase luminescence; HeLa PEG-Prom luciferase reporter, overnight; inhibition, % at 20 µM; actives 1.7% (n = 360,000); AID 588405, 2011;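 active = inhibition of at least 50% at 20 µM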
iPSC survival up – enhancers of single-cell hiPSC survival, primary screen, ATPlite luminescence; 100% = ROCK inhibitor wells, 0% = DMSO; survival enhancement, % at 20 µM; actives 0.044% (n = 360,000); in the data active = survival enhancement above about 18%;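 also: cells exposed to compounds for 16 hours before the ATP read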
EBV LMP1 NFkB – EBV LMP1-driven NF-kappaB luciferase reporter inhibitors, primary screen, cell-based, luminescence, single point; LMP1-induced NF-kappaB luciferase reporter cells; inhibition, % at 12.5 µM; actives 0.69% (n = 350,000); AID 504558, 2011; in the data active = inhibition above about 41%;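 also: 0% = neutral control wells and 100% = reference inhibitor control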
Numbers without * were called inactive. The list is partial; count on the stated rates, not on these rows.

O=C(O)c1ccc(S(=O)(=O)N2CCC(NC(=O)C3CCCCC3)CC2)cc1 was read as NR2E3 ag-1 -5, HIF-2a block 12, MITF TRPM1 inh 8, KKLEB tox 4, CF NFkB inh -4, TRAIL sens C8 -30, Shn3 inh set2 15, NR2E3 ag-2 1, Peg3 promoter 0, iPSC survival up -0.3 and EBV LMP1 NFkB -3.
CCCCOc1ccc(Nc2nc(C)cc(C)c2C#N)cc1 was read as NR2E3 ag-1 -20, HIF-2a block -21, MITF TRPM1 inh -12, KKLEB tox -5, CF NFkB inh 8, TRAIL sens C8 -5, Shn3 inh set2 6, NR2E3 ag-2 2, Peg3 promoter -12, iPSC survival up 1.3 and EBV LMP1 NFkB -4.
For Cc1cccc(C)c1NC(=S)NCCc1ccc(O)c(O)c1 the results were NR2E3 ag-1 -12, HIF-2a block -16, MITF TRPM1 inh 6, KKLEB tox 10, CF NFkB inh -17, TRAIL sens C8 8, Shn3 inh set2 18, NR2E3 ag-2 -1, Peg3 promoter 11, iPSC survival up -0.9 and EBV LMP1 NFkB 3.
Screening N#Cc1nc2ccccc2n1OCc1ccccc1 returned NR2E3 ag-1 -6, HIF-2a block -11, KKLEB tox -11, CF NFkB inh 12, TRAIL sens C8 -6, Shn3 inh set2 -21, Peg3 promoter -25, iPSC survival up -0.5 and EBV LMP1 NFkB 8.
For O=C(N/C(=C\c1ccc(Cl)cc1)C(=O)N1CCOCC1)c1ccco1 the results were NR2E3 ag-1 12, HIF-2a block 2, MITF TRPM1 inh 5, KKLEB tox 2, CF NFkB inh -3, TRAIL sens C8 -9, Shn3 inh set2 -5, NR2E3 ag-2 0, Peg3 promoter -1, iPSC survival up -0.3 and EBV LMP1 NFkB -12.
Screening Fc1ccc(-c2cc(C(F)(F)C(F)F)[nH]n2)cc1 returned NR2E3 ag-1 -61, HIF-2a block -42, KKLEB tox -2, CF NFkB inh 26, TRAIL sens C8 17, Shn3 inh set2 -8, NR2E3 ag-2 1, Peg3 promoter -25 and iPSC survival up -0.4.
For CC1CCCCN1S(=O)(=O)c1ccc(NC(=O)CSc2nnnn2C)cc1 (configuration not stated) the results were NR2E3 ag-1 -9, HIF-2a block 4, MITF TRPM1 inh 10, KKLEB tox 2, CF NFkB inh 8, TRAIL sens C8 20, Shn3 inh set2 -9, NR2E3 ag-2 -1, Peg3 promoter 7, iPSC survival up -0.2 and EBV LMP1 NFkB -4.
Screening Cc1cccc(C)c1NC(=O)c1csc([C@@H]2O[C@H](CO)[C@H](O)[C@H](O)[C@H]2O)n1 returned NR2E3 ag-1 6, HIF-2a block 2, KKLEB tox 0, CF NFkB inh -10, TRAIL sens C8 -1, Shn3 inh set2 -2, Peg3 promoter 0 and iPSC survival up -2.5.
Screening Cc1cccc(OCCC(=O)N(C)CC(=O)Nc2cccc3ccccc23)c1 returned NR2E3 ag-1 17, HIF-2a block 2, MITF TRPM1 inh 5, KKLEB tox 0, CF NFkB inh 3, TRAIL sens C8 -7, Shn3 inh set2 -2, NR2E3 ag-2 0, Peg3 promoter -5, iPSC survival up 4.4 and EBV LMP1 NFkB 6.
`c1ccc2c(c1)nnn2Cc1nnc2sc(-c3ccncc3)nn12` gave NR2E3 ag-1 -12, HIF-2a block 23, MITF TRPM1 inh 1, KKLEB tox 1, CF NFkB inh 20, TRAIL sens C8 -1, Shn3 inh set2 12, NR2E3 ag-2 0, Peg3 promoter 3, iPSC survival up 14 and EBV LMP1 NFkB 3.
CNC(=O)NC(=O)CSc1nnc(-c2ccco2)n1-c1ccccc1 was read as NR2E3 ag-1 10, HIF-2a block 6, MITF TRPM1 inh -4, KKLEB tox 8, CF NFkB inh 8, TRAIL sens C8 0, Shn3 inh set2 -4, Peg3 promoter 7, iPSC survival up 0.2 and EBV LMP1 NFkB 6.
`CC(=O)Nc1ccc(NC(=O)Nc2cccc3ccccc23)cc1` gave NR2E3 ag-1 -16, HIF-2a block -24, MITF TRPM1 inh -6, KKLEB tox 3, CF NFkB inh -8, TRAIL sens C8 16, Shn3 inh set2 9, NR2E3 ag-2 0, Peg3 promoter -37, iPSC survival up -0.5 and EBV LMP1 NFkB 8.
For Oc1cccc2cc(Nc3ccccc3)cnc12 the results were NR2E3 ag-1 -13, HIF-2a block -76, KKLEB tox -3, CF NFkB inh 34, TRAIL sens C8 -4, Shn3 inh set2 95*, Peg3 promoter -35 and iPSC survival up -4.1.
For CCN(CC)S(=O)(=O)c1nnc(NC(=O)c2ccco2)s1 the results were NR2E3 ag-1 -35, HIF-2a block -28, MITF TRPM1 inh -4, KKLEB tox 7, CF NFkB inh -2, TRAIL sens C8 -3, Shn3 inh set2 1, NR2E3 ag-2 -2, Peg3 promoter -7, iPSC survival up -0.5 and EBV LMP1 NFkB -2.
`CCC(C(=O)Nc1cccnc1)n1c(=O)[nH]c2ccccc2c1=O` (configuration not stated) gave NR2E3 ag-1 14, HIF-2a block 10, MITF TRPM1 inh 9, KKLEB tox 0, CF NFkB inh -6, TRAIL sens C8 7, Shn3 inh set2 -10, NR2E3 ag-2 -2, Peg3 promoter -2, iPSC survival up -0.3 and EBV LMP1 NFkB -2.
Screening Cc1cc(Br)ccc1NC(=O)CN(C)C(=O)c1ccccc1OCc1c(C)noc1C returned NR2E3 ag-1 28, HIF-2a block 16, KKLEB tox -4, CF NFkB inh -2, TRAIL sens C8 0, Shn3 inh set2 4, Peg3 promoter 10, iPSC survival up 1.3 and EBV LMP1 NFkB -8.
O=C(CNC(=O)[C@@H]1Cc2ccccc2CN1)Nc1ccc2c(c1)OCCO2 was read as NR2E3 ag-1 -33, HIF-2a block -93, MITF TRPM1 inh -9, KKLEB tox -2, CF NFkB inh 17, TRAIL sens C8 -3, Shn3 inh set2 12, NR2E3 ag-2 0, Peg3 promoter -90, iPSC survival up -0.6 and EBV LMP1 NFkB -3.
For CCOC(=O)CN1C(=O)N[C@@H](c2cccs2)C(C(=O)OC)=C1C the results were NR2E3 ag-1 -19, HIF-2a block 15, MITF TRPM1 inh -21, KKLEB tox 0, CF NFkB inh 8, TRAIL sens C8 1, Shn3 inh set2 2, NR2E3 ag-2 -2, Peg3 promoter 11, iPSC survival up -2.1 and EBV LMP1 NFkB -17.
`O=C(/C=C/c1ccccc1[N+](=O)[O-])Nc1ccccc1` gave NR2E3 ag-1 -118, HIF-2a block -230, MITF TRPM1 inh -69, KKLEB tox -7, CF NFkB inh -11, TRAIL sens C8 20, Shn3 inh set2 -88, NR2E3 ag-2 1, Peg3 promoter -249, iPSC survival up -1.1 and EBV LMP1 NFkB -4.
Screening N#CC(c1ccc(Cl)nn1)c1ccccc1Cl (configuration not stated) returned NR2E3 ag-1 -10, HIF-2a block 21, MITF TRPM1 inh 6, KKLEB tox -4, CF NFkB inh 1, TRAIL sens C8 5, Shn3 inh set2 -4, NR2E3 ag-2 1, Peg3 promoter 12, iPSC survival up -0.6 and EBV LMP1 NFkB 2.

Sorted by molecular weight (lowest first): part of the list above.
For Cc1cccc(C)c1NC(=S)NCCc1ccc(O)c(O)c1 the results were NR2E3 ag-1 -12, HIF-2a block -16, MITF TRPM1 inh 6, KKLEB tox 10, CF NFkB inh -17, TRAIL sens C8 8, Shn3 inh set2 18, NR2E3 ag-2 -1, Peg3 promoter 11, iPSC survival up -0.9 and EBV LMP1 NFkB 3.
`CC(=O)Nc1ccc(NC(=O)Nc2cccc3ccccc23)cc1` gave NR2E3 ag-1 -16, HIF-2a block -24, MITF TRPM1 inh -6, KKLEB tox 3, CF NFkB inh -8, TRAIL sens C8 16, Shn3 inh set2 9, NR2E3 ag-2 0, Peg3 promoter -37, iPSC survival up -0.5 and EBV LMP1 NFkB 8.
For O=C(N/C(=C\c1ccc(Cl)cc1)C(=O)N1CCOCC1)c1ccco1 the results were NR2E3 ag-1 12, HIF-2a block 2, MITF TRPM1 inh 5, KKLEB tox 2, CF NFkB inh -3, TRAIL sens C8 -9, Shn3 inh set2 -5, NR2E3 ag-2 0, Peg3 promoter -1, iPSC survival up -0.3 and EBV LMP1 NFkB -12.

More entries follow.
`CC(OC(=O)c1ccccc1C(=O)N(C)c1ccccc1)C(=O)Nc1ccc(C(N)=O)cc1` (configuration not stated) gave NR2E3 ag-1 -17, HIF-2a block 10, MITF TRPM1 inh -2, KKLEB tox 8, CF NFkB inh -6, TRAIL sens C8 0, Shn3 inh set2 -3, NR2E3 ag-2 4, Peg3 promoter 9, iPSC survival up 0.5 and EBV LMP1 NFkB -3.
CCOCCCNC(=O)c1cc2c(=O)n3ccccc3nc2s1 was read as NR2E3 ag-1 -21, HIF-2a block -164, MITF TRPM1 inh -17, KKLEB tox 9, CF NFkB inh 10, TRAIL sens C8 -12, Shn3 inh set2 -28, NR2E3 ag-2 4, Peg3 promoter -89, iPSC survival up -0.2 and EBV LMP1 NFkB -3.
CCOC(=O)C1=CN(Cc2ccco2)S(=O)(=O)N(C)C1c1ccc2ccccc2c1 (configuration not stated) was read as NR2E3 ag-1 16, HIF-2a block 13, MITF TRPM1 inh 0, KKLEB tox 0, CF NFkB inh 21, TRAIL sens C8 3, Shn3 inh set2 1, Peg3 promoter -6, iPSC survival up -1.1 and EBV LMP1 NFkB -9.
Screening CC(C)n1nc(C(=O)Nc2nnc(C3CC3)s2)c2ccccc2c1=O returned NR2E3 ag-1 22, HIF-2a block 9, MITF TRPM1 inh -2, KKLEB tox 9, CF NFkB inh 6, TRAIL sens C8 -1, Shn3 inh set2 -2, NR2E3 ag-2 0, Peg3 promoter 12, iPSC survival up 1.8 and EBV LMP1 NFkB -5.
Screening COc1ccc(NC(=O)CN2CCN(CC(=O)Nc3ccc(F)cc3F)CC2)cc1 returned NR2E3 ag-1 -12, HIF-2a block -43, MITF TRPM1 inh -11, KKLEB tox -3, CF NFkB inh -6, TRAIL sens C8 -7, Shn3 inh set2 5, Peg3 promoter -22, iPSC survival up -0.2 and EBV LMP1 NFkB -2.
